Pf apPOL block: Pf-apPOL DNA polymerase inhibition. 0.25% of 210,000 active. inhibition, % at 10 µM. Recombinant Pf-apPOL, molecular beacon fluorescence, 1.5 h
mHTT-CaM PPI inh: inhibitors of human mutant huntingtin-calmodulin interaction; AlphaScreen His-mHTT/GST-CaM binding, luminescence; inhibition, % at 15 µM; 3.6% of 190,000 active; AID 1671202;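 also: 0% = both proteins with DMSO and 100% = one protein alone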
Target sequence (P42858 whole entry, looked up, stated change not applied): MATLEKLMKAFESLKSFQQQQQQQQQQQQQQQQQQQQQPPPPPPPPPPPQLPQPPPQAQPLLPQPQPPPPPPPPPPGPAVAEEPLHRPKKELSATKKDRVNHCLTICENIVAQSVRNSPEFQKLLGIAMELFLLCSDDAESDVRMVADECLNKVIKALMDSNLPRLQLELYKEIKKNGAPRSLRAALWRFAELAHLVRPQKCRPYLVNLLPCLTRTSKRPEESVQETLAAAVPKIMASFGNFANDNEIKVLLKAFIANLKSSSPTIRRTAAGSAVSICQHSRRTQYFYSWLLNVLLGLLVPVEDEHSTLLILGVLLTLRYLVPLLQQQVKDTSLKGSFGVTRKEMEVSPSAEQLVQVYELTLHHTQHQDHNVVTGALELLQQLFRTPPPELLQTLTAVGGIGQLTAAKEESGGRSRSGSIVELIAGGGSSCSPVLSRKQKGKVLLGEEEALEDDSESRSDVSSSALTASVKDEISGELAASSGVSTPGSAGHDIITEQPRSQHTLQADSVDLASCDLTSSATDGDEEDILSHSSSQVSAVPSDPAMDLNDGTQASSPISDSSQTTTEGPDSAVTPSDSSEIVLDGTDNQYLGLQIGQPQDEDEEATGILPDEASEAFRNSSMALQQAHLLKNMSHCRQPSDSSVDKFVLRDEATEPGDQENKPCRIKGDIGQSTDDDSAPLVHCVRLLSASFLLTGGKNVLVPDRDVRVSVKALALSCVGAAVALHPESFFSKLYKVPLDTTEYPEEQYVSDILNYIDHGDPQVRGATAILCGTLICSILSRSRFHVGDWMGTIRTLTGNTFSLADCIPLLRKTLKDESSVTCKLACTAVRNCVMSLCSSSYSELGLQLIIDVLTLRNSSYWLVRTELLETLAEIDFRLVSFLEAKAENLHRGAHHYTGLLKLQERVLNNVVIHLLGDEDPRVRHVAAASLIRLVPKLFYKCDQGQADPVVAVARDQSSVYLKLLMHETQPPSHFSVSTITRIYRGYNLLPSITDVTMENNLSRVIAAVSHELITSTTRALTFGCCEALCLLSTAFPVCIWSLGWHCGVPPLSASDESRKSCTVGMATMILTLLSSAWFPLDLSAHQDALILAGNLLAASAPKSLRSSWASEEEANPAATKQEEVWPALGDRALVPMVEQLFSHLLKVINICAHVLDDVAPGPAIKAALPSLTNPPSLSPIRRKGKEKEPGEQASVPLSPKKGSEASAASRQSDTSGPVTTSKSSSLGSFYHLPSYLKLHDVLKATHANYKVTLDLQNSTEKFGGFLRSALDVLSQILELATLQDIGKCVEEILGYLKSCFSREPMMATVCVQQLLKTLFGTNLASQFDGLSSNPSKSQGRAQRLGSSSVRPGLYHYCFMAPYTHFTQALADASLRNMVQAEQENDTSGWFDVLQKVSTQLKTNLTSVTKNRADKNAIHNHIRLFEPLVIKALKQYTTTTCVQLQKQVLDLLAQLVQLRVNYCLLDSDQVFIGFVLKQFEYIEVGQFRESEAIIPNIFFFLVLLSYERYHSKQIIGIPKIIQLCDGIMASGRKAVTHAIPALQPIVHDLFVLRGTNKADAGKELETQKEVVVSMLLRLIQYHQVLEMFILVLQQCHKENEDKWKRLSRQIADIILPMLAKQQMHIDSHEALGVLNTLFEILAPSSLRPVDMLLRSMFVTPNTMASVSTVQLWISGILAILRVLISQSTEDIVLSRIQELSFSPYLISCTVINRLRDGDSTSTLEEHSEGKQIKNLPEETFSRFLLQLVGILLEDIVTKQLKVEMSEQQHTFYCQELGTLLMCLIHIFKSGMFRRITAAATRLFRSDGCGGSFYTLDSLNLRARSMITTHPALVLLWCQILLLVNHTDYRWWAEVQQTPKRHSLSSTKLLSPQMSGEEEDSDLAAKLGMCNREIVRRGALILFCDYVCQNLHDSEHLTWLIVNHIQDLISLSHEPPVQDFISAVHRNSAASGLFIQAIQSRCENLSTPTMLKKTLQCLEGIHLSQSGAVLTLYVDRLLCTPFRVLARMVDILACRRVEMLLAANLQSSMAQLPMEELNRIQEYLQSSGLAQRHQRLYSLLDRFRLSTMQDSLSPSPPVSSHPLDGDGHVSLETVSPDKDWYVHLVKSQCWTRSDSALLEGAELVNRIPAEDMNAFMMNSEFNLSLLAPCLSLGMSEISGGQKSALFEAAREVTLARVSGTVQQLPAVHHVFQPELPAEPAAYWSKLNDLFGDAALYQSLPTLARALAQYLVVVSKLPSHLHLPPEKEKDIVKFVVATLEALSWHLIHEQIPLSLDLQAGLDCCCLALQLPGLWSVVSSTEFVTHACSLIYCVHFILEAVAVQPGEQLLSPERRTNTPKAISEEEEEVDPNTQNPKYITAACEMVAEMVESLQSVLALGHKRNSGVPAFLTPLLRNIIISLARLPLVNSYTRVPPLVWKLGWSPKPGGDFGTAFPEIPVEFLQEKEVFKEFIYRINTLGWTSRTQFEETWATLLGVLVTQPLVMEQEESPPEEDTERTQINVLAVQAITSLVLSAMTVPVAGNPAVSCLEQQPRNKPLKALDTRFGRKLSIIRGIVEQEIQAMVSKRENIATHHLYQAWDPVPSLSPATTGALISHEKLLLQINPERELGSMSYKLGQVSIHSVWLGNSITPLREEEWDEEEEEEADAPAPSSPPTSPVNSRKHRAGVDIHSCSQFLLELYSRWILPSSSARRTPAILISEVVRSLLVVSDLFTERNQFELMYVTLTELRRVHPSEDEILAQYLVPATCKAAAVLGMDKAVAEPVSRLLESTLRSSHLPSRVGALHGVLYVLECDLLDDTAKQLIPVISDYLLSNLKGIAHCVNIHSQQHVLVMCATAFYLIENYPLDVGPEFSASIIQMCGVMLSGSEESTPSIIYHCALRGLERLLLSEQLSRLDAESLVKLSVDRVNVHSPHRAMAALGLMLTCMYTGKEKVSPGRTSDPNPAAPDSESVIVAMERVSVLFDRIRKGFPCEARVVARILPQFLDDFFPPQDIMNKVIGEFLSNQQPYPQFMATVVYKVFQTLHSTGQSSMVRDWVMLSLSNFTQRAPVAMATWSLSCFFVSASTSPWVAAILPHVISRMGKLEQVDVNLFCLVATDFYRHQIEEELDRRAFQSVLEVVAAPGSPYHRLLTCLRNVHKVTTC
Numbers without * were called inactive; nt = not tested or not shown; & = joins results of further samples. Rule as the data show it: active = inhibition above about 50%; inactive = the rest.

Below each SMILES: Pf apPOL block | mHTT-CaM PPI inh
CC(C)N1CC(C(=O)Nc2nc3ccccc3s2)CC1=O (stereo not drawn)
    20 | -4
Cc1cccc(NC(c2cccc(O)c2)c2ccc3ccc(C)nc3c2O)n1 (stereo not drawn)
    -12 | 89*
N#Cc1cccc(S(=O)(=O)N2CCC(c3cc(N)on3)CC2)c1
    -1 | 2
Cc1ccc(N2CCN(C(=O)c3cccc([N+](=O)[O-])c3C)CC2)cc1C
    -1 | 24
COc1cccc2cc(-c3nc(-c4ccc5c(c4)OCO5)cs3)c(=O)oc12
    -9 | -9
CCOc1ccc(-c2csc(Nc3ccc(F)cn3)n2)cc1
    0 | -2
Cc1ccc(C(=O)N2CCC(Cc3nnc(-c4ccccc4)o3)CC2)cc1
    0 | 5
COc1cccc(/C=C2N=C(/C=C/c3ccccc3)OC/2=O)c1OC
    -2 | -1
Clc1cccc(CN2CCN(c3cnn4c(C5CC5)nnc4c3)CC2)c1
    1 | 18
O=C(CCNCC12CC3CC(CC(C3)C1)C2)c1cccc([N+](=O)[O-])c1
    2 | 11
CCOCCCNC(=O)C1CCCN(S(=O)(=O)N2CCCC2)C1 (stereo not drawn)
    -30 | 1
CCc1ccc(NC(=O)C2CCN(c3c(C#N)cnc4cc(OC)ccc34)CC2)cc1
    0 | 3
COc1ccc(Nc2cc(-c3ccccc3)nc3ncnn23)c(OC)c1
    -16 | nt
Cc1cc(C)c2oc(-c3cc(NC(=O)c4cccnc4)ccc3Cl)nc2c1
    -7 | 8
CCOC(=O)C1C(c2ccccc2)C(C(=O)OCC)S(=O)(=O)C(CCN(CC)CC)S1(=O)=O (stereo not drawn)
    -1 | nt
COc1cc(-c2nc3sc4c(c3c(=O)o2)CCC4)cc(OC)c1OC
    -2 | -4
CC1=NN(c2ccc(Cl)c(C(=O)O)c2)C(=O)/C1=C/c1ccc(N(C)C)cc1
    -4 | 5
O=[N+]([O-])c1ccc(-c2csc(-c3ccc(Cl)cc3)n2)cc1
    6&-3 | nt
CCCNS(=O)(=O)c1ccc(F)c(C(=O)Nc2ccccc2OC)c1
    -1 | -2
CCSc1nnc(NC(=O)CC(NC(=O)c2ccccc2)c2cccc(OC)c2)s1 (stereo not drawn)
    -13 | 3
Cn1c(CNC(=O)C2CCC2)nc2c1CN(S(=O)(=O)c1cccs1)CC2
    -4 | 6
C#CCOc1nc(OCC#C)nc(OCC#C)n1
    -8 | -7
Cc1ccc(CNc2cc(-n3cccn3)ncn2)cc1
    -1 | -3
COCCCN1C(=O)C(=O)C(=C(O)c2ccc(OC)cc2)C1c1ccccc1F (stereo not drawn)
    -10 | -6
CCN(CC)S(=O)(=O)c1ccc(Cl)c(-c2nnc(-c3ccc(C)cc3)o2)c1
    2 | -1
CC1=C(Oc2ccc(Cl)cc2)C(C)(O)N=C(C(F)(F)F)N1 (stereo not drawn)
    -1 | nt
Cc1cccc(-c2cnc(N3CCC(C(=O)Nc4ccc(F)cc4)CC3)nc2)c1
    1 | 100*
O=[N+]([O-])c1ccc(N2CCN(S(=O)(=O)Cc3ccccc3)CC2)cc1Sc1ccccn1
    -3 | 16
CN(C)c1ccc(C(=O)NNC(=S)NC2CC3C=CC2C3)cc1 (stereo not drawn)
    -8&0 | nt
O=[N+]([O-])c1ccc(N2CCN(Cc3ccc4c(c3)OCO4)CC2)nc1
    -2 | 3
CCc1cccc(C)c1N(C(=O)Cn1c(CO)nc2ccccc21)C(C)COC (stereo not drawn)
    7&2 | 5&20
Cc1nc(Oc2cccnc2)c2oc3ccccc3c2n1
    -1 | -2
Cc1ccccc1C(=O)N1CCC2(C1)Nc1cccnc1NC2=NC(C)(C)C (stereo not drawn)
    -7 | 3
CC(C)(C)NC(=O)C1CC(=O)N(Cc2ccccc2)C1 (stereo not drawn)
    -4 | -6
CC(C)(C)C(=O)Nc1c(-c2ccccc2)n[nH]c1C1CCOCC1
    1 | 3
CC(C)(C)c1cc(CCC(=O)O)cc(C(C)(C)C)c1O
    -12 | 2
O=C(NC1CC1)C1CCc2sc(C(=O)N3CCCCC3)cc2C1 (stereo not drawn)
    0 | -6
COc1ccc(CN2CC(C(=O)NC3CCCCCC3)CC2=O)cc1 (stereo not drawn)
    1 | -3
CC(=O)c1ccc(C2CC2)cc1
    -5 | 0
CC(C)=CCc1c(O)cc(O)c2c1OC(c1ccccc1)CC2=O (stereo not drawn)
    -2 | 51*
COc1ccc(CCC(=O)N2CCCC2c2ccccc2Cl)cc1 (stereo not drawn)
    4 | -3
CC(=O)N(Cc1cc(-c2ccc(C)cc2C)on1)C(C)C
    -6 | 1
O=S1(=O)c2ccc(Br)cc2OC[C@H](Cc2ccccc2)N1Cc1cn(CCC2OCCCO2)nn1
    -4 | -3
Cc1cc(OCC(=O)Nc2ccc(F)cc2)nc(N2CCCC(C)C2)n1 (stereo not drawn)
    -1 | -5
Cn1c(=O)c(-c2ccc(C(=O)NC3CCCC3)cc2)nc2ccccc21
    -3 | -6
Cc1cccc2c1N(CC(=O)NCc1cc(F)cc(F)c1)C(=O)C1CCCN1C2=O (stereo not drawn)
    -10 | -8
O=C1C2ON(c3ccccc3)C(/C=C/c3ccccc3)C2C(=O)N1Cc1ccccc1 (stereo not drawn)
    5 | 24
CC(C)CCNC(=O)CSc1nc2ccccc2[nH]1
    -6 | 3
CCCCc1[nH]nc2c1C1(CCOC1C)C(C#N)=C(N)O2 (stereo not drawn)
    nt | -5
CCN(c1cccc(C(F)(F)F)c1)S(=O)(=O)c1ccc2c(c1)CCN2C(C)=O
    -4 | 11
Cc1cc2oc(C(=O)Nc3nc4ccc(S(C)(=O)=O)cc4s3)c(C)c2cc1C
    0 | -1
O=C(O)C1CSC(c2ccc([N+](=O)[O-])cc2)N1 (stereo not drawn)
    3 | 42
Cc1nc(C(=O)Nc2ccc(F)cc2)c(C)o1
    -3 | -6
CCOC(=O)c1csc(C)c1C
    nt | -4
O=C(Cc1ccccc1Cl)N1CCC(c2nnc(-c3ccc(F)cc3)o2)CC1
    -16 | -7
COc1ccc(NC(=O)CSc2nnc(N)s2)c([N+](=O)[O-])c1
    -2 | 1
CCCC(=O)NC(NC(=O)CCC)c1ccc([N+](=O)[O-])cc1
    1 | 2
Cc1ccc(NC(=O)c2cc(S(=O)(=O)NCCc3ccc(Cl)cc3)ccc2F)cc1F
    -4 | 9
COC(=O)c1cnc2nc(C)ccc2c1Nc1ccc(Br)cc1
    -3 | 58*
CCC1CCC(NCc2cccc(OC)c2OC)CC1 (stereo not drawn)
    6 | 0

(next part)
Below each SMILES: Pf apPOL block | mHTT-CaM PPI inh
Cc1noc(C)c1C1CCCN1Cc1ccc(Cl)cc1 (stereo not drawn)
    -2 | -25
Cc1ccc(-c2ccc([C@H]3[C@@H]4C=CCC[C@@]4(C)C(=O)N3Cc3ccccc3)c(F)c2)cc1
    0 | 13
O=C(Nc1ccc(F)cc1F)Nc1cn(-c2ccccc2)nc1-c1ccccc1
    -10 | nt
CCOc1ccc(C2C3=C(CC(c4ccccc4)CC3=O)Nc3ncnn32)cc1OC (stereo not drawn)
    -5 | 13
COc1ccccc1OCCCCOc1ccc([N+](=O)[O-])cc1Cl
    -8 | -3
O=C1S/C(=C\c2ccccc2F)C(=O)N1CN1CCCCC1
    0 | 22
O=C(Nc1nnc(-c2ccc(F)cc2)o1)c1ccc(S(=O)(=O)N2CCCCCC2)cc1
    -5 | 3
CN1C(=O)C(=CC=Cc2ccccc2)SC1=S
    -5 | 4
O=C(Cc1ccccc1)Nc1ccc2c(c1)OCCO2
    -16&0 | -8&-1
Cc1ccccc1NC(=O)N1CCC(c2nc(CCNC(=O)C(C)C)cs2)CC1
    -4 | 1
Cc1ccc(S(=O)(=O)Nc2ccc(NC(=O)C3CC=CCC3C(=O)O)cc2)cc1 (stereo not drawn)
    3 | -3
Cc1ccc(N2CC(C(=O)NCCc3cccs3)CC2=O)cc1 (stereo not drawn)
    2 | 12
COc1ccc(C(O)CN2CCN(c3cccc(C)c3)CC2)cc1 (stereo not drawn)
    2 | 0
CCCCN1C(=O)NC(NC(=O)c2ccco2)(C(F)(F)F)C1=O (stereo not drawn)
    -8 | -1
COc1ccccc1/C=C1/C(=O)N(c2ccc(Cl)c(C(=O)O)c2)N=C1C
    -5 | 1
CCCc1nc(-c2c(C)cc(C)nc2NC(=O)C2CCCCC2)no1
    0 | 7
CCOC(=O)c1cnc(Nc2ccc(C)cc2)nc1C(F)(F)F
    1 | nt
N#CCSC1=Nc2ccccc2C2=NC(CC(=O)NCc3ccc4c(c3)OCO4)C(=O)N12 (stereo not drawn)
    -2 | 13
CCOC(=O)COc1ccc2c(=O)c(-c3ccc(Br)cc3)c(C)oc2c1
    -7 | 4
CC(=O)Oc1ccc2c(=O)c(Oc3ccc(Cl)cc3)coc2c1
    -4 | 2

Next part:
mol | Pf apPOL block | mHTT-CaM PPI inh
Cc1cc(C)nc(SCC(=O)Nc2cc(C(F)(F)F)ccc2Cl)n1 | -4 | -3
CCOC(=O)COc1ccc2cc(-c3ccc(OC)c(OC)c3)c(=O)oc2c1 | -6 | -2
O=C(Cc1ccc(F)cc1)N1CCC(c2ccn3ncc(C(=O)N4CCCC4)c3c2)CC1 | -6 | 27
O=C(Nc1ccc(Cl)c(Cl)c1)C1CC1c1ccccc1 (stereo not drawn) | 7 | 1
O=C(c1ccc(Cl)c(Cl)c1)N1CCN(Cc2nncn2C2CCCCC2)CC1 | -4 | 16
Cc1cc(C)cc(S(=O)(=O)N2CCc3c(c(-c4nc(-c5ccccc5)no4)nn3C)C2)c1 | -2 | -2
CCC(C(=O)Nc1ccc([N+](=O)[O-])cc1Cl)c1ccccc1 (stereo not drawn) | 3 | -1
O=C(O)CNS(=O)(=O)c1ccc2c(c1)Cc1cc(S(=O)(=O)NCC(=O)O)ccc1-2 | -1&-2&-1 | -8&-2&5
Cc1nc(CCNC(=O)C2CCN(C(=O)c3ccccc3Cl)CC2)cs1 | -5 | -8
Cc1ccc(C2c3c(n(C)c(=O)n(C)c3=O)N=C3c4ccccc4C(=O)C32)cc1Cl (stereo not drawn) | -9 | 3
Cc1ccccc1C(=O)NCC1CCN(c2cc(-c3cccnc3)[nH]n2)CC1 | 0 | 15
COCCN1C(=O)Cc2ccccc2C1C(=O)NCc1ccc(F)cc1 (stereo not drawn) | -4 | -3
Cc1ccc(-c2c(C(=O)Nc3ccc4c(c3)OCO4)oc(=O)c3ccccc23)cc1 | -2 | 1
Cc1c(NS(=O)(=O)c2ccc3nc(-c4ccccc4)[nH]c3c2)c(=O)n(-c2ccccc2)n1C | -3 | 11
Cc1cc(C)c(S(N)(=O)=O)c(C)c1-n1cnnn1 | nt | -12
Cc1ccc(NC(=O)CN2C(=O)C(c3ccc(F)cc3)=NC2(C)C)c(C)c1 | -4 | -10
COc1cc(CNCc2ccco2)cc(OC)c1 | -6 | 5
Clc1ccc(-c2nnc3cccc(Cl)n23)cc1 | -3 | -3&1
O=C(NCC(c1cccc2ccccc12)N1CCOCC1)C(=O)Nc1cc(F)ccc1F (stereo not drawn) | 3 | -2
COc1ccc(C=C2Oc3cc(OC(=O)C(C)C)ccc3C2=O)c(OC)c1OC | -4 | 26
Cc1ccc(OCC(O)CNC2CCCC2)cc1 (stereo not drawn) | -6 | -2
COc1ccc(NCc2ccccn2)cc1 | -5&0 | nt
CCOC(=O)c1c(C(C)(C)C)oc2ccc(OC)cc12 | -9 | -16
COCCCNC(=O)C1c2cc(OC)c(OC)cc2C(=O)N(C)C1c1ccc(OC)cc1 (stereo not drawn) | -15 | 5
O=C(NCc1cccc(F)c1)N1CCCCC1c1nncn1CC1CC1 (stereo not drawn) | -4 | -4
Cc1ccc(NC(=O)Oc2ccccc2)c([N+](=O)[O-])c1 | 1 | 2
COCCNC(=O)N1CCc2[nH]nc(-c3ccccc3)c2C1 | -3 | -4
O=C(Nc1nnc(Cc2ccc(Cl)cc2)s1)c1ccncc1 | 0 | 1
O=C(CSc1ccc(C(F)(F)F)cn1)c1cccc([N+](=O)[O-])c1 | -22 | nt
COc1cc([N+](=O)[O-])cc(CN2CCN(C/C=C/c3ccccc3)CC2)c1O | -9 | 10

Structural class: the entries above containing bromine (3)
mol | Pf apPOL block | mHTT-CaM PPI inh
O=S1(=O)c2ccc(Br)cc2OC[C@H](Cc2ccccc2)N1Cc1cn(CCC2OCCCO2)nn1 | -4 | -3
COC(=O)c1cnc2nc(C)ccc2c1Nc1ccc(Br)cc1 | -3 | 58*
CCOC(=O)COc1ccc2c(=O)c(-c3ccc(Br)cc3)c(C)oc2c1 | -7 | 4

Ordered by molar mass (low to high): 5 of the compounds above.
mol | Pf apPOL block | mHTT-CaM PPI inh
COc1ccc(NCc2ccccn2)cc1 | -5&0 | nt
O=C(Nc1nnc(Cc2ccc(Cl)cc2)s1)c1ccncc1 | 0 | 1
COc1cc([N+](=O)[O-])cc(CN2CCN(C/C=C/c3ccccc3)CC2)c1O | -9 | 10
O=C(Cc1ccc(F)cc1)N1CCC(c2ccn3ncc(C(=O)N4CCCC4)c3c2)CC1 | -6 | 27
O=C(NCC(c1cccc2ccccc12)N1CCOCC1)C(=O)Nc1cc(F)ccc1F (stereo not drawn) | 3 | -2

The results go on:
mol | Pf apPOL block | mHTT-CaM PPI inh
Cc1nnc2ccc(-c3noc(-c4cccc(Cl)c4)n3)cn12 | -1 | 2
COc1cc(-c2nc(C=Nc3cccc(C(=O)O)c3)c(O)o2)cc(OC)c1OC | -4 | 6
Cc1ccc(N2C(=O)C3N=NN(CC(=O)Nc4cccc(Cl)c4)C3C2=O)cc1 (stereo not drawn) | -5 | 11
CCOc1ccc(/C=C2\N=C(c3ccc(Cl)cc3)OC2=O)cc1 | 6 | -1
Cc1ccc(NC(=O)c2cn3c(n2)CCCC3)cc1C | 0 | -2
CCCc1cc(C2CCCN2Cc2cn[nH]c2-c2ccccc2)no1 (stereo not drawn) | -2 | 25
COc1cc(Br)cc2c1OC1(C)CC2NC(=O)N1c1cccc(C(=O)O)c1 (stereo not drawn) | 2 | -9
CC12c3ccccc3C(c3ccccc31)C1C(=O)N(c3cccc([N+](=O)[O-])c3)C(=O)C12 (stereo not drawn) | 3 | 23
FC(F)(F)c1cc(-c2ccco2)nc(-n2ccnc2)n1 | -2 | 2
Cc1onc(-c2ccccc2)c1C(=O)Nc1ccccc1F | 0 | -8

High-throughput results deposited in PubChem by University of Kansas High Throughput Screening Laboratory.
